Screening data from PubChem BioAssay.
RORgamma inh: qHTS for inhibitors of ROR gamma transcriptional activity; 5.4% of 310,000 active; Nuclear receptor ROR-gamma (Mus musculus), P51450; Drosophila S2 Gal4-RORgamma UAS-luciferase reporter, 20 h; Potency, µM (titrated, usually from 53.6 µM), for inactives: at the top dose activity change, negative = inhibition, most hits filed as inhibitors; note: potency is the fitted concentration of half-maximal effect; % is set by controls: 0 for no effect and ±100 for the full control effect; nearly all actives have a fitted effect of over 60% in size
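In this cell-based reporter format, copper sulfate (700 uM final) drives Gal4–ROR gamma fusion expression from a metallothionein promoter in Drosophila Schneider cells; compounds preincubated 1 hr, reporter read after 20 hr at ambient temperature.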
Menin-MLL TR inh: qHTS Assay for Inhibitors Targeting the Menin-MLL Interaction in MLL Related Leukemias: Competition With Texas Red Labeled MLL-derived Mutant Peptide; Potency, µM (titrated, usually from 61.6 µM), without a hit: top-dose FP activity change, negative = inhibition, usual class: inhibitors; Menin + Texas Red MLL mutant peptide, fluorescence polarization; 0.23% of 270,000 active; AID 1768, 2009; active = well fitted inhibition curve with a large enough effect in the polarisation, with a control signal flat, not every such curve was filed as active; inconclusive = small, poorly fitted or top-dose-only effect, or effect the other way, or a change in a side signal; inactive = no such curve, though single readings can be large or run the other way; the % refers to the polarisation; note: potency is the fitted concentration of half-maximal effect; % of control where 0% means no effect; many of its hits are not listed in these tables
KCNH2 3.1 inh: qHTS for Inhibitors of KCHN2 3.1: Mutant qHTS; Potassium voltage-gated channel subfamily H member 2, brain isoform KCNH2 3.1 (human); U2OS KCNH2 3.1, thallium flux FluxOr; active compounds read low; activity change, % (tested at about 1.8 µM); 0.95% of 340,000 active; AID 720553, 2013;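 active = maximum activity change below -70%; inconclusive = maximum activity change from -70% to -50%; inactive = maximum activity change above -50%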;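 note: thallium influx rate constant from kinetic fluorescence after stimulation buffer; % is set by controls: 0 for no effect and ±100 for the full control effect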
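Channel expression came from 3.1 mutant virus (1.77 x 10^8 /mL) applied to suspended U2OS cells for 4 h. Flux was tracked with FluxOr dye plus Red40 quencher, and kinetic rate constants normalized to controls.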
FLuc counter: qHTS profiling assay for firefly luciferase inhibitor/activator using purifed enzyme and Km concentrations of substrates (counterscreen for miR-21 project); Luciferin 4-monooxygenase (Photinus pyralis), P08659; Potency, µM (series often up to 57.5 µM), without a hit: at the highest dose activity change, negative = inhibition, most hits filed as inhibitors; AID 588342, 2011; 6.9% of 360,000 active; purified FLuc, Km substrates, luminescence inhibition;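 note: potency is the fitted concentration of half-maximal effect; plate controls were vehicle for no effect and reference inhibitor for full effect; nearly all actives have a fitted effect of over 55% in size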
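Purified P. pyralis luciferase (10nM final) with 10uM D-luciferin and 10uM ATP (Km levels) in 50mM Tris acetate pH 7.5, 10mM Mg acetate, 0.01% Tween-20, 0.05% BSA; qHTS 6-point titration, ~60 µM downward; luminescence read.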
VP16 counter: VP16 counterscreen qHTS for inhibitors of ROR gamma transcriptional activity. AID 2546, 2010. Potency, µM (doses to about 53.6 µM), for the others: at the top dose activity, negative = inhibition, actives largely listed as inhibitors. Drosophila S2 Gal4-VP16 UAS-luciferase, luminescence, 20 h. 3.5% of 310,000 active;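 note: Gal4-VP16 expression switched on by copper sulfate through the metallothionein promoter; potency is the fitted concentration of half-maximal effect; % is set by controls: 0 for no effect and ±100 for the full control effect; nearly all actives have a fitted effect of over 50% in size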
PKM2 act: qHTS Assay for Activators of Human Muscle isoform 2 Pyruvate Kinase; Potency, µM (doses to about 57.5 µM), for inactives: at the highest dose activation, actives largely listed as activators; purified PKM2, Kinase-Glo ATP luminescence, activation; response scale: 0% is enzyme alone, no compound; 0.34% of 260,000 active; Pyruvate kinase PKM (Homo sapiens), P14618; note: potency is the fitted concentration of half-maximal effect; % is set by controls: 0 for no effect and ±100 for the full control effect; nearly all actives have a fitted effect of over 55% in size
Target sequence (P14618 whole entry, looked up, canonical isoform): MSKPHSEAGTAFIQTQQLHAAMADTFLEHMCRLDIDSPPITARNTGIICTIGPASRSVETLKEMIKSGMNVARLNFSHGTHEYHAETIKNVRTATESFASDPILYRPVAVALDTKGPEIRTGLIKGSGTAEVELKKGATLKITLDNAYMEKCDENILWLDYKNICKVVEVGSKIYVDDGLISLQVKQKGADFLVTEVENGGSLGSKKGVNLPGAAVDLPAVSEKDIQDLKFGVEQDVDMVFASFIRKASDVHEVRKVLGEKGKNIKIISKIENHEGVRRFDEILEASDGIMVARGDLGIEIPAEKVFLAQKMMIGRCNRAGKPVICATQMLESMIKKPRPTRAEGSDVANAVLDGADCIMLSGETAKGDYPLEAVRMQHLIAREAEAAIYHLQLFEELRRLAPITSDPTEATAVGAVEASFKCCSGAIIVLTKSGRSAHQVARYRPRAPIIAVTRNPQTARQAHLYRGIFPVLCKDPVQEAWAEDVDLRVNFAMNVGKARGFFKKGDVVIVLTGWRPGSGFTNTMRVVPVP
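ATP formation by purified human PK-M2, quantified via coupled luciferase luminescence after 1 h at room temperature with 0.1 mM ADP and 0.5 mM PEP final.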
Rab9 prom act: qHTS Assay for Rab9 Promoter Activators; Huh7 Rab9 promoter-luciferase reporter, luminescence, 24 h; Potency, µM (series often up to 9.22 µM), for inactives: at the highest dose activation, negative = inhibition, usual class: activators; 2.8% of 320,000 active; AID 485297, 2010; note: potency is the fitted concentration of half-maximal effect; % of control where 0% means no effect; nearly all actives have a fitted effect of over 60% in size
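Huh7 cells stably carrying a Rab9 promoter-luciferase reporter, 1500 cells per well in OP-MEM I with 10% FBS, treated with compound 24 hours at 37C. Luciferase activity read by luminescence after 10 minutes with Amplite reagent.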
NPC1 promoter act: qHTS Assay for NPC1 Promoter Activators. Potency, µM (titrated, usually from 9.22 µM), inactives show at the top dose activation, actives largely listed as activators. AID 485313, 2010. 2.4% of 320,000 active. Huh7 NPC1 promoter luciferase reporter, 24 h;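 note: potency is the fitted concentration of half-maximal effect; % of control where 0% means no effect; nearly all actives have a fitted effect of over 60% in size; reporter is driven by a mutant NPC1 promoter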
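In 1536-well qHTS, Huh7 cells harboring an NPC1 promoter–luciferase construct received compound for 24 h; activation was quantified by luminescence following luciferase reagent addition.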
ELG1 repair inh: qHTS screen for small molecules that inhibit ELG1-dependent DNA repair in human embryonic kidney (HEK293T) cells expressing luciferase-tagged ELG1. Potency, µM (series often up to 46.1 µM), inactives show at the top dose activity change, negative = inhibition, actives largely listed as inhibitors. HEK293T ELG1-luciferase reporter, luminescence, 16 h; DNA damage induced by 5-fluorouridine. 2.3% of 330,000 active; note: potency is the fitted concentration of half-maximal effect; % is set by controls: 0 for no effect and ±100 for the full control effect; nearly all actives have a fitted effect of over 55% in size
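Cells (2,000 per well) received 5-fluorouridine plus test compound or DMSO and were incubated 16 hr at 37 °C, 5% CO2. Luciferase activity was read by luminescence 30 min after ONE-Glo addition; signal suppression marked inhibition of damage-induced ELG1 function.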
Mito fusion yeast: qHTS Assay for Small Molecule Inhibitors of Mitochondrial Division or Activators of Mitochondrial Fusion | S. cerevisiae fusion-defective mutant growth rescue, CellTiterGlo 48 h | Potency, µM (titrated, usually from 46.1 µM), for inactives: top-dose growth rescue (activation), hits mostly activators | 0.23% of 320,000 active | AID 485298, 2010;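 note: potency is the fitted concentration of half-maximal effect; % of control where 0% means no effect; nearly all actives have a fitted effect of over 45% in size; temperature-sensitive fusion mutants such as fzo1-1 at 37 °C on non-fermentable ethanol glycerol medium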
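Compounds are tested for their ability to restore growth of mitochondrial fusion-defective yeast strains at non-permissive 37C in YPEG medium over 48 hours. Viability is quantified by luciferase luminescence.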
MBNL1 CUG block: qHTS Assay for Inhibitors of MBNL1-poly(CUG) RNA binding. Potency, µM (doses to about 57.5 µM), for inactives: at the top dose activity change, negative = inhibition, most hits filed as inhibitors. AID 2675, 2010. Muscleblind-like protein 1 (Homo sapiens), Q9NR56. TR-FRET MBNL1-His/biotin-(CUG)12 binding, 665/545 ratio. 0.036% of 280,000 active; active = well fitted inhibition curve with a large enough effect in the signal ratio, with a control signal flat, not every such curve was filed as active; inconclusive = small, poorly fitted or top-dose-only effect, or effect the other way, or a change in a side signal; inactive = no such curve, though single readings can be large or run the other way; the % refers to the signal ratio; note: potency is the fitted concentration of half-maximal effect; % is set by controls: 0 for no effect and ±100 for the full control effect
Target sequence (Q9NR56 whole entry, looked up): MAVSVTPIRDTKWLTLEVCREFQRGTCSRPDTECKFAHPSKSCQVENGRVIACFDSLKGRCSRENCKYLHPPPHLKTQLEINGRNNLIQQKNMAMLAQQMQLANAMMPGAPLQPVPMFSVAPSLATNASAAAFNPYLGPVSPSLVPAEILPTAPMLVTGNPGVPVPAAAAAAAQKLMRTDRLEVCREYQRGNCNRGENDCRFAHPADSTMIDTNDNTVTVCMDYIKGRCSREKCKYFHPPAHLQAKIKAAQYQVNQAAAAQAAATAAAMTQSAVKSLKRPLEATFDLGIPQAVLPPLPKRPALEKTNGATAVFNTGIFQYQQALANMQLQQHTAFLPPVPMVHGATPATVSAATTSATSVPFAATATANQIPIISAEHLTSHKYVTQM
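TR-FRET between His-tagged MBNL1 and biotin-(CUG)12 RNA, detected with Tb anti-His antibody (0.055 ng/ul) and streptavidin-XL665 (5 nM), 60 min at room temperature. Compounds titrated 92 nM to 58 uM; 665/545 nm ratio normalized to buffer and complex controls.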
* hit, by the source's call; ? = inconclusive; . = not tested or not shown; [ ] = another dose, or the depositor's remark. Unless noted, calls come from the whole dose curve; as a rule, active = well fitted curve in the direction sought with a large enough effect; inconclusive = small, poorly fitted or top-dose-only effect, or another doubt; inactive = no such curve, though single readings can be large; an effect the other way counts as inactive or inconclusive. An excerpt; count on the stated rates, not on these rows.

SMILES	RORgamma inh	Menin-MLL TR inh	KCNH2 3.1 inh	FLuc counter	VP16 counter	PKM2 act	Rab9 prom act	NPC1 promoter act	ELG1 repair inh	Mito fusion yeast	MBNL1 CUG block
Cc1ccccc1CCNC(=O)Cn1ccc2cc(S(=O)(=O)N3CCCC3)ccc21	28%	5%	-17	1%	2%	1%	2%	-2%	0%	-5%	3%
COc1ccccc1C(=O)n1nc(-c2ccc(Cl)cc2)nc1N	36%	3%	-4	-16%	16%	0%	8%	0%	5%	5%	-4%
CCOC(=O)C(=O)NNc1ccc(Cl)cc1	5%	-2%	10	-1%	0%	-5%	-3%	-3%	?	5%	1%
Cc1cc(OC(C)C(=O)Nc2ccccc2C(=O)N2CCCC2)ccc1Cl (stereo unspecified)	39%	1%	-5	-1%	1%	-5%	0%	-6%	-1%	-1%	-1%
COc1cccc(NC(=O)[C@H](CC(C)C)NC(=O)N2CCn3c2nc2ccccc23)c1	19%	20%	-2	-1%	-9%	-1%	-1%	2%	-16%	19%	-9%
COCCNC(=O)c1cc2c(-c3ccccc3F)nn(C)c2s1	?	-2%	14	-3%	-6%	-1%	-5%	-3%	?	-5%	0%
Cc1c(N2C(=O)/C(=C\C3CC=CCC3)SC2=S)c(=O)n(-c2ccccc2)n1C (stereo unspecified)	?	?	10	-12%	-18%[10 µM]	3%	-6%	-1%	4%	3%	13%
O=C(c1ccco1)N1CCN(c2ncnc3c2[nH]c2ccc(Cl)cc23)CC1	3%	-1%	.	?	14µM*	-8%	-4%	2%	?	?	-17%
N#CC1(c2ccccc2)CCCN1C(=O)c1ccccc1Cl (stereo unspecified)	-8%	.	0	5%	11%	7%	-2%	2%	-10%	-2%	-2%
Cc1cccc(OCCCC(=O)N2CCCCCC2)c1C	0%	?	8	-3%	-5%	-2%	-2%	2%	-5%	7%	-3%
CC(=O)n1cc([C@@H]2C=C(C(=O)NCc3ccccc3)O[C@H](OCc3ccc(CO)cc3)C2)c2ccccc21	1%	.	.	1%	-3%	-1%	-2%	-3%	?	-3%	2%
CC(On1c(-c2ccccc2)nc2ccc(Cl)cc21)C(=O)O (stereo unspecified)	26%	-3%	-1	?	1%	-4%	9%	-3%	?	-1%	-1%
CC(NC(=O)COC(=O)c1ccccc1Nc1ccccc1)c1ccccc1 (stereo unspecified)	-44%	10%	-8	1%	?	-12%	-6%	0%	2%	2%	2%
CCC(C)NCCCCOc1ccc(C)cc1[N+](=O)[O-] (stereo unspecified)	-4%	-29%	-6	1%	-11%	1%	-9%	-4%	5%	-3%	17%
Cc1ccc(S(=O)(=O)NCc2cn3ccsc3n2)c(C)c1	8%	-26%	16	-4%	-9%	16%	6%	-1%	-17%	1%	4%
O=C(Nc1cccc(-c2nc3ccccc3[nH]2)c1)c1ccccn1	-1%	18%	6	13µM*	-7%	3%	16%	14%	-10%	-12%	-2%
COc1ccc(-c2cc(C(=O)NC(Cc3cc4ccccc4[nH]3)C(=O)O)c(C)o2)cc1OC (stereo unspecified)	-5%	?	6	?	8%	1%	?	22%	?	12%	-2%
CNC(=O)NC(=O)CSc1ccc(S(=O)(=O)N2CCOCC2)cn1	.	.	0	-5%	.	.	-1%	0%	16%	-2%	.
Cc1cccc(C(C)C)c1NC(=O)COC(=O)Cc1ccsc1	-22%	-25%	-1	-1%	-9%	0%	1%	-1%	21%	0%	?
CCOC(=O)c1c(NC(=O)C(C)OC(=O)C2=COCCO2)sc2c1CCCC2 (stereo unspecified)	.	.	12	.	.	.	-11%	3%	?	?	.
CC(Oc1ccccc1Cl)C(=O)Nc1ccc(S(=O)(=O)Nc2nccs2)cc1 (stereo unspecified)	.	.	-9	0%	.	.	-2%	0%	6%	-1%	.
COC(=O)c1ccc(CSc2nnc(SCc3ccc(C(=O)OC)o3)s2)o1	-9%	9%	7	2%	2%	-1%	0%	0%	-8%	-9%	-22%
CC(=O)Nc1nonc1NC(=O)CSc1ncn[nH]1	8%	6%	1	0%	2%	6%	4%	-1%	-1%	0%	-2%
Cc1ccc(S(=O)(=O)N2CCC(C(=O)NCCc3ccccc3)CC2)cc1	3%	?	-1	0%	6%	-2%	2%	0%	?	-3%	-10%
COc1cccc(NS(=O)(=O)c2cc3c(cc2C)N(C)CCO3)c1	?	-25%	3	3%	-11%	-2%	-2%	-3%	-10%	2%	1%
CCc1ccccc1N1CC(C(=O)Nc2nccs2)CC1=O (stereo unspecified)	18%	11%	-7	1%	-5%	-2%	-4%	-4%	4%	0%	3%
CCCC(=O)Nc1ccc(NC(=O)c2ccccc2Cl)nc1	32%	18%	-6	?	-4%	6%	20%	15%	?	-1%	1%
COc1ccc(C2/C(=C(\O)c3ccc4c(c3)OCCO4)C(=O)C(=O)N2CCCN(C)C)c(OC)c1 (stereo unspecified)	5%	-3%	1	6%	-1%	0%	10%	-3%	1%	-1%	17%
O=C(CCCCO)CCCCCCCC[C@H]1N[C@H](CO)[C@H](O)[C@@H]1O[C@@H]1O[C@H](CO)[C@@H](O)[C@H](O)[C@H]1O	20%	4%	.	5%	-1%	0%	-6%	1%	0%	-5%	-12%
Cc1ccc(NC(=O)CN(C)C(=O)COC(=O)c2nc3nccc(C)n3n2)cc1	.	.	-7	0%	.	.	-5%	-2%	18%	-3%	.
COc1ccc(NC(=O)COc2cccc3c2OC(C)(C)C3)cc1OC	.	.	8	4%	.	.	-13%	-3%	?	4%	.
CC(C)CCNC(=O)C(c1ccco1)N(CCCO)C(=O)Cn1nnc(-c2ccc(F)cc2)n1 (stereo unspecified)	24%	0%	-4	-2%	-3%	2%	-3%	-6%	-1%	-3%	8%
O=C(COc1ccccc1C(=O)c1cnn(-c2ccccc2)c1)Nc1ccc2ccccc2c1	?	-12%	-13	1.5µM*	1%	0%	?	?	?	17%	.
Cc1ccc(C2NC(=S)NC3=C2C(=O)CCC3)cc1 (stereo unspecified)	-7%	-1%	-18	-2%	10%	-1%	-4%	-2%	0%	3%	1%

Full records, quoted from the list. Screens in order: RORgamma inh, Menin-MLL TR inh, KCNH2 3.1 inh, FLuc counter, VP16 counter, PKM2 act, Rab9 prom act, NPC1 promoter act, ELG1 repair inh, Mito fusion yeast, MBNL1 CUG block
Entry for O=C(CCCCO)CCCCCCCC[C@H]1N[C@H](CO)[C@H](O)[C@@H]1O[C@@H]1O[C@H](CO)[C@@H](O)[C@H](O)[C@H]1O = 20%, 4%, ., 5%, -1%, 0%, -6%, 1%, 0%, -5%, -12%
Entry for CCc1ccccc1N1CC(C(=O)Nc2nccs2)CC1=O (stereo unspecified) = 18%, 11%, -7, 1%, -5%, -2%, -4%, -4%, 4%, 0%, 3%
Entry for O=C(COc1ccccc1C(=O)c1cnn(-c2ccccc2)c1)Nc1ccc2ccccc2c1 = ?, -12%, -13, 1.5µM*, 1%, 0%, ?, ?, ?, 17%, .
Entry for Cc1ccc(NC(=O)CN(C)C(=O)COC(=O)c2nc3nccc(C)n3n2)cc1 = ., ., -7, 0%, ., ., -5%, -2%, 18%, -3%, .
